# From PubChem
# PAX8 reporter = inhibitors of PAX8-driven TPO luciferase reporter, primary screen, RMG-I cells, single concentration; AID 652154, 2013; SteadyGlo, 24 h; inhibition, % at 12.6 µM; 360,000 compounds, 1.2% hits;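 active = mean replicate inhibition at least 60% with every replicate also reaching 60%; inconclusive = only one of the two criteria is met; inactive = mean below 60% and not all replicates reaching 60%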;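 note: luciferase light reporting Pax8 driven TPO promoter activity; plate controls were median of neutral control wells for no effect and mitoxantrone controls for full effect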
# miR-122 sensor = miR-122 Renilla sensor signal increase in Huh7, primary screen, miR-122 inhibitor project, cell-based, single point, plate reader | activation (reporter increase), % at 12.5 µM | 340,000 compounds, 0.3% hits | Huh7 miR-122 Renilla luciferase sensor, 48 h; neutral wells = 0, positive control = 100;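 active = mean replicate activation score at least 90 and every replicate individually at or above 90; inconclusive = only one of the two criteria met; inactive = neither criterion met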;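 note: higher luciferase means less miR-122 activity so hits act as miR-122 inhibitors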
# F508del corr = F508del CFTR correction, initial screen, CFBE line, single point. CFBE cells, YFP halide quenching; stimulated with forskolin plus potentiator P3; % fluorescence drop versus neutral controls. activity (quench increase), % at 7.58 µM. 350,000 compounds, 0.36% hits. AID 720511, 2013;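 active = mean added fluorescence quench of at least 8% versus neutral control, with both replicates also reaching 8%; inconclusive = only one of the mean or replicate conditions met; inactive = mean below 8% and not both replicates reaching 8%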;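 note: cells transiently co-express mutant CFTR-F508del with the halide-sensitive YFP; corrector assay measuring rescue of mutant channel to the surface after 24 h compound exposure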
# INS-1E GSIS act = GLuc luminescence reporter in INS-1E cells, primary screen for activators of glucose-dependent secretion of insulin. INS-1E GLuc reporter insulin secretion, 2-3 h. 370,000 compounds, 0.61% hits. activation, % at 16.6 µM. AID 743287, 2014;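 active = lowest replicate activation of at least 40%, so every replicate reaches that level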;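 note: 0% = median of neutral control wells and 100% = median of IBMX positive control wells; some compounds called inactive have numbers as strong as hits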
# EWS-Fli inh = EWS/Fli-driven NR0B1 reporter inhibitors, primary screen, A673 cells, NR0B1 luciferase, luminescence, MLPCN library; viability-normalised; inhibition, % at 12.6 µM; 350,000 compounds, 0.67% hits;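 active = mean inhibition of at least 50% after viability correction, with every replicate also passing that limit; inconclusive = mean reaches 50% but only one of two replicates passes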;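 note: firefly luciferase signal divided by Alamar Blue viability fluorescence both relative to DMSO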
# DENV2 CPE = inhibitors of DENV2 cytopathic effect, primary screen, cell-based, plate reader, single concentration; DENV2-infected cells, cytopathic effect rescue; CPE inhibition, % at 9.99 µM; 350,000 compounds, 1.7% hits; in the data active = CPE inhibition above about 20%, passing the limit was not always enough; inconclusive = no clear call, values can overlap the other calls; tested in BHK-21 cells;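 note: 0% = median of neutral control wells and 100% = median of positive control wells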
# FN deposit inh = inhibitors of fibronectin matrix deposition, primary screen, AH1F cells, Alexa488-fibronectin fluorescence, plate reader; AH1F fibroblasts, overnight; inhibition, % at 12.6 µM; 350,000 compounds, 0.086% hits; AID 743247, 2014;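 active = mean inhibition across replicates of 30% or more, regardless of how many single replicates reach that level; inconclusive = mean under 30% yet at least half of replicates reach 30%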;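 note: positive control wells lacked labelled fibronectin entirely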
#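 test system = AH1F fibroblasts assembling fluorescent fibronectin matrix | quantity = 10000 AH1F cells per well | buffer or medium = DMEM plus 2% serum, read in PBS | doses = single dose, pinned | incubation = 1 h cell attachment, overnight exposure to compound and label | detection = fluorescence at 485 nm excitation, 525 nm emission | read-out basis = inhibition from reduced deposited-fibronectin fluorescence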
# * hit, by the source's call; ? = inconclusive; · = not tested or not shown; & = joins results of further samples; [ ] = remark or other dose.
# Under each structure – PAX8 reporter	miR-122 sensor	F508del corr	INS-1E GSIS act	EWS-Fli inh	DENV2 CPE	FN deposit inh
- C[C@@H]1CCCCO[C@H](CN(C)Cc2ccccc2)[C@H](C)CN([C@@H](C)CO)C(=O)c2cc(NS(=O)(=O)c3cn(C)cn3)ccc2O1
  -4	4[16.7 µM]	-0.4	23	-2	4	1
- COc1nc(N)nc(N)c1NS(=O)(=O)c1ccc(C)cc1
  -9	·	4.7	-9	-4	10	4
- CCNC(=S)Nc1ccc(Cl)cc1Cl
  -17	15	·	8	4	6	3
- Fc1ccccc1Nc1nc2ccccc2n2nnnc12
  -90	3	-1.7	15	-90	4	-6
- Nc1ccc(-c2nnn(CC(=O)N3CCCCC3)n2)cc1
  5	-8	1.4	3	14	2	-9
- COc1ccc(C)cc1-n1nnnc1SCC(=O)Nc1cccnc1Cl
  3	11	·	-4	3	·	·
- CCCn1cc(S(=O)(=O)c2ccc(Cl)cc2)c(=O)c2cc(OC)ccc21
  20	0	-2.8	4	·	-1	4
- COc1ccc2c3c(n(C)c2c1)[C@H](CO)N(Cc1cccc(Cl)c1)CC31CN(C(C)=O)C1
  ·	·	-1.2	-16	1	7	·
- CC(C)CC#Cc1cnc2c(c1)C(=O)N([C@@H](C)CO)C[C@@H](C)[C@H](CN(C)C(=O)c1ccc3c(c1)OCO3)O2
  ·	-4[16.7 µM]	2.1	-33	10	15	·
- Cc1cccc(C(=O)N[C@@H]2c3ccccc3C[C@@H]2O)n1
  -4	3	0.9	4	-6	15	-2
- CCN1C[C@@H]2[C@@H]3C(=O)N(C)C(=O)[C@@H]3[C@](Cc3ccccc3)(C1=O)N2C(=O)c1ccc(Br)cc1
  -11	-3	2.7	-3	-1	-3	2
- COc1ccccc1NC(=O)C(=O)NCC(c1ccco1)N1CCc2ccccc2C1 (stereo not drawn)
  17	0	-3.4	-1	7	?	4
- O=C(Nc1ccn(CCCN2CCN(c3ccccc3)CC2)c(=O)n1)OCc1ccccc1
  13	-5	1.5	-1	-3	8	12
- NCc1ccc2[nH]c(=O)[nH]c2c1
  -12	-5	2.0	15	1	-7	-11
- C[C@@H]1CN([C@H](C)CO)C(=O)c2cc(-c3cccc(C#N)c3)cnc2O[C@@H]1CN(C)C(=O)C1CC1
  ·	2[16.7 µM]	-0.7	9	-14	-2	·
- O=C(CSCc1ccccc1)Nc1cccc(F)c1
  -25	·	·	-22	·	·	-6
- O=C1CCC([N+](=O)[O-])C(c2ccc(F)c(Br)c2)N1 (stereo not drawn)
  -6	·	-1.2	2	4	3	-8
- COc1ccc(CNC(=S)Nc2ccccc2)cc1
  7	2	0.7	12	-10	-4	20
- Cc1ccc(S(=O)(=O)N[C@@H]2CC[C@H](CC(=O)NCc3ccccc3F)O[C@H]2CO)cc1
  3	·	-0.7	-1	-2	1	·
- CC1(C(=O)NC2CCCC2)CCC(=O)N1Cc1ccccc1Cl (stereo not drawn)
  12	1	·	·	·	·	-5
- O=C1OC(c2ccccc2)(c2ccccc2)c2ccsc21
  25	-6	-1.7	·	-5	-6	-4
- COC(=O)Nc1ccc(S(=O)(=O)NCCO)cc1
  -19	-5	·	·	·	·	2
- CCCC#Cc1cnc2c(c1)C(=O)N([C@H](C)CO)C[C@H](C)[C@@H](CN(C)Cc1ccccc1)O2
  5	0[16.7 µM]	-0.6	0	10	7	·
- O=C1CC(N(Cc2ccco2)C(=O)Nc2ccc(F)cc2)C(=O)N1c1ccc(F)cc1 (stereo not drawn)
  ·	-5	·	-9	·	·	-7
- C[C@H](CO)N1C[C@H](C)[C@H](CN(C)C(=O)C2CC2)Oc2cc(-c3ccc(F)cc3)ccc2S1(=O)=O
  ·	0[16.7 µM]	-5.1	-10	-2	·	-18
- CC(C)C1Nc2ccc(S(N)(=O)=O)cc2C2C=CCC21 (stereo not drawn)
  11	2	·	·	·	·	7
- Cc1ccc(OC(=O)CCC(=O)N2CCc3ccccc32)cc1
  ·	1	·	4	·	·	8
- CC(C)NC(=O)Nc1cccc2c1O[C@@H](CN(C)S(=O)(=O)c1cccs1)[C@@H](C)CN([C@H](C)CO)C2=O
  ·	3[16.7 µM]	2.2	22	0	·	·
- CC1(C(=O)OCC(=O)Nc2ccc(C(N)=O)cc2)CC1(Cl)Cl (stereo not drawn)
  -2	·	0.1	-3	0	-3	-6
- COc1cc2c(c(Br)c1N)-c1cc(Br)c(N)cc1C2=O
  -7	-2	8.5*	·	-18	-11	9
- O=C(N[C@H]1C=C[C@H](CC(=O)N2CCOCC2)O[C@H]1CO)c1ccc2c(c1)OCO2
  -4	·	1.7	9	3	6	·
- Cc1ccc([C@H]2C[C@@H](n3cc(COC(=O)c4ccccc4)nn3)[C@H](O)CN2C(=O)C2CCCCC2)cc1
  -18	-3	-7.4	-42	-7	1	-1
- COc1ccc(CN(C)C[C@H]2OCCCC[C@@H](C)Oc3ccc(NC(=O)Nc4ccc(OC)cc4)cc3C(=O)N([C@@H](C)CO)C[C@H]2C)cc1
  16	-6[16.7 µM]	0.6	-23	4	5	9
- O=C(NCCc1ccccc1)C(=O)NCC1CCCO1 (stereo not drawn)
  ·	-4	2.7	-7	-29	5	·
- O=C1NC[C@H](Cc2ccccc2)N(C[C@H]2CCCN2C[C@H](Cc2ccccc2)N2C[C@H](Cc3ccccc3)N(CC3CCCCC3)C(=O)C2=O)C1=O
  20	11	-0.3	·	14	10	-35
- CNc1ncnc2c1ncn2[C@H]1CN(Cc2ccncc2)C[C@@H](CO)O1
  -11	-6	1.4	13	0	?	2
- CC1(C#N)c2ccccc2C(Br)=CN1C(=O)c1ccccc1 (stereo not drawn)
  9	·	-3.9	2	0	31*	3
- CC(=O)NC[C@H]1[C@H](c2ccc(C3=CCCC3)cc2)[C@@H](CO)N1C(=O)NC(C)C
  -4	21[16.7 µM]	0.9	8	0	-8	4
- CCCC(=O)Nc1ccc(Cc2ccc(NC(=O)CCC)c(C(=O)O)c2)cc1C(=O)O
  0	0	-2.4	0	5	0	-1
- COc1ccc(NC(=O)Nc2ccc3c(c2)CC(=O)N([C@H](C)CO)C[C@@H](C)[C@@H](CN(C)Cc2ccc(Cl)c(Cl)c2)O3)cc1
  48	17[16.7 µM]	4.2	-17	1	-14	·
- OC[C@@H]1[C@H](c2ccc(C3=CCCC3)cc2)[C@H]2CN(CCC(F)(F)F)CCCCN12
  -20	-28[16.7 µM]	1.8	·	14	0	·
- COc1cc2nc(SCC(=O)c3ccc(Br)cc3)n3nc(C)nc3c2cc1OC
  35	-5	-1.5	16	0	8	3
- CC(SC1=NCCS1)C(=O)Nc1nnc(-c2ccc(Br)cc2)s1 (stereo not drawn)
  -56	-6	-4.4	·	-49	-8	-8
- S=C(NCc1ccc(Cl)cc1)Nc1ccccc1
  17	26	·	-21	2	-3	4
- Cc1ccc(N2C(=O)C3C4C=CC(CC4)C3C2=O)c([N+](=O)[O-])c1 (stereo not drawn)
  -14	-3	2.9	6	-6	3	-1
- CCOCCCn1c(SCC(=O)NCc2ccco2)nc2c(sc3ccccc32)c1=O
  ·	-3	·	-5	·	·	5
- C[C@@H]1CN([C@H](C)CO)C(=O)c2cc(-c3cccnc3)cnc2O[C@@H]1CN(C)C(=O)C1CCOCC1
  ·	-2[16.7 µM]	-3.0	23	-24	11	·
- Cc1nc2c(c(C)nn2-c2ccccc2)c(C)c1CCC(=O)NCCCOC(C)C
  35	-14	1.2	8	9	-2	5
- CCCCC(=O)Nc1nnc(SCC(=O)NC2CC2)s1
  -1	-6	-1.4	-13	1	3	2
- CC(C)c1ccc(/C=C(\NC(=O)c2ccccc2)C(=O)NCCCN2CCOCC2)cc1
  -6	-3	-0.3	3	1	-3	2
- C[C@H](CO)N1C[C@H](C)[C@H](CN(C)C(=O)NC2CCCCC2)Oc2ccc(N(C)C)cc2CC1=O
  4	6[16.7 µM]	0.9	-7	-3	0	-11
- COc1ccc(NC(=O)C(=O)N2N=C3CCCCC3C2(O)C(F)(F)F)cc1 (stereo not drawn)
  2	·	1.7	13	3	5	·
- CC(Sc1n[nH]c(N)n1)C(=O)Nc1ccc(Cl)cn1 (stereo not drawn)
  3	2	-0.8	9	6	·	8
- O=C(CN1C(=O)S/C(=C\c2cccs2)C1=O)Nc1ccc(O)c(C(=O)O)c1
  -1	0	2.1	·	5	-1	0
- CCOCCOC(=O)c1[nH]c2c(c1C)C(=O)CC(c1ccc(OC)c(OC)c1)C2 (stereo not drawn)
  -8	·	2.2	-21	15	2	2
- CC1=CC(=O)Nc2cncnc2N1
  -14	·	-0.7	19	1	-7	12
- COc1ccccc1CN1C[C@@H]2N[C@H](C1)C2c1ccc(-c2ccc(C#N)cc2)cc1 (stereo partly drawn)
  ?	·	3.6&-3.4	-17&28	-8&1	5&0	7&21
- C[C@H](NC(=O)c1cc2c([nH]c3ccccc32)c(-c2ccccc2)n1)C(=O)O
  13	-5	-0.1	-12	14	-5	-7
- CCOc1ccc(C2=Nn3c(nnc3-c3ccccn3)SC2)cc1
  15	10	·	·	·	·	9
- Cn1c(CNC(=O)c2ccccc2F)nnc1SCC(=O)N1CCN(c2ccccc2)CC1
  15	4	1.1	-1	2	19	10

# (further entries)
# Under each structure – PAX8 reporter	miR-122 sensor	F508del corr	INS-1E GSIS act	EWS-Fli inh	DENV2 CPE	FN deposit inh
- COc1ccc2sc(NC(=O)CC(C)C)nc2c1
  -92	-3	·	·	·	·	-8
- COc1cccc(N(CC(=O)NCc2cccnc2)S(C)(=O)=O)c1
  ·	0	·	1	·	·	10
- COc1cccc(-c2ccc(NC(=O)C3CCCN(Cc4cc(C)[nH]n4)C3)cc2)c1 (stereo not drawn)
  -3	-6	-5.5	-4	·	8	4
- COc1ccc(N2CCCC2)c(NC(=O)COc2ccccc2Cl)c1
  30	2	-4.0	19	12	-1	-4
- Cc1nc2sc(C(c3ccco3)N3CCC(Cc4ccccc4)CC3)c(O)n2n1 (stereo not drawn)
  26	5	1.5	16	7	-4	-1
- Cc1cc(NS(=O)(=O)c2ccc(NC(=O)c3ccccc3F)cc2)no1
  -14	-2	-1.4	·	1	4	2
- O=S1(=O)CC(N2CCSCC2)CN1Cc1cn(Cc2ccccc2)nn1 (stereo not drawn)
  -17	·	-1.4	-6	1	1	-12
- C[C@H]1CN([C@@H](C)CO)C(=O)Cc2cc(NC(=O)C3CCCCC3)ccc2O[C@@H]1CN(C)Cc1ccc(C(=O)Nc2ccccc2N)cc1
  10	·	-4.8	0	·	14	-2
- C=CCNc1nc2ccccc2nc1NS(=O)(=O)c1ccc(Cl)cc1
  6	6	0.5	·	15	1	-5
- Cc1ccc(S(=O)(=O)N(C)C[C@@H]2OCc3ccccc3-c3c(n(C)c4ccccc34)C(=O)N([C@@H](C)CO)C[C@H]2C)cc1
  ·	·	-0.6	2	12	-2	10
- Cc1ccc(CNc2ccc(CNc3ncn[nH]3)cc2)cc1
  ·	-8	·	11	·	·	4
- Cc1cc(/C=C(\C#N)C(=O)NC2CC2)c(C)[nH]1
  -138	-9	·	19	·	·	12
- C[C@H](CO)N1C[C@H](C)[C@H](CN(C)C(=O)CN(C)C)Oc2cc(-c3cccnc3)ccc2S1(=O)=O
  ·	-5[16.7 µM]	1.8	18	-6	8	-4

# Pulled by structure from the entries so far (two):
# Under each structure – PAX8 reporter	miR-122 sensor	F508del corr	INS-1E GSIS act	EWS-Fli inh	DENV2 CPE	FN deposit inh
- O=S1(=O)CC(N2CCSCC2)CN1Cc1cn(Cc2ccccc2)nn1 (stereo not drawn)
  -17	·	-1.4	-6	1	1	-12
- Cc1nc2sc(C(c3ccco3)N3CCC(Cc4ccccc4)CC3)c(O)n2n1 (stereo not drawn)
  26	5	1.5	16	7	-4	-1
